Pf gametocyte: late stage P. falciparum gametocyte viability inhibitors, primary screen, ATP luminescence, HTS | P. falciparum stage V gametocytes, 24 h | 150,000 tested, 0.065% active | inhibition, % at 10.9 µM;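 active = inhibition above the mean plus 3 SD of compounds within the control limits, set per campaign, cut at about 38% in these data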;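 note: 0% = DMSO wells and 100% = medium only without gametocytes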
Avidin fluor: green autofluorescence of compounds with avidin beads – biophysical, 488/530 nm, flow cytometry, artefact control, profiling panel | compound fluorescence 488/530 nm; active compounds read high | fluorescence (KMESF) at 10 µM | 220,000 tested, 0.38% active | AID 1775, 2009; in the data active = fluorescence above about 47; note: inactives centre near 10
Numbers without * were called inactive. Not all compounds are listed (hit frequency here may not be typical).

Compound	Avidin fluor	Pf gametocyte
Cc1csc2c(N3CCN(C(=O)Nc4ccc(Cl)c(Cl)c4)CC3)ncnc12	7	-6
CN(C)C(CNC(=O)c1cc(S(=O)(=O)N(C)c2ccccc2)ccc1Cl)c1ccccc1 (stereo not drawn)	5	-5
C/C(=N\Nc1cc(C)nc(NCc2ccccc2)n1)c1cccc([N+](=O)[O-])c1	4	4
Fc1ccc(-n2c(-c3cc(C4CC4)[nH]n3)n[nH]c2=S)cc1Cl	7	5
CN(C)S(=O)(=O)c1ccc(-c2csc(N/N=C/c3ccco3)n2)cc1	7	-3
CCOC(=O)C1CCCCN1Cc1cn(C)nc1-c1ccccc1F (stereo not drawn)	11	11
CC1(C)C2CCC(C2)C1(C)NC(=O)C[N+](C)(C)C (stereo not drawn)	5	-11
CC(C)(C)S(=O)(=O)c1cnc(-c2cnccn2)nc1N	9	-28
CCOc1ccc(Nc2nc3ccccc3c(=O)s2)cc1	8	-6
CCn1c(C)cc(/C=C2/SC(=O)N(C(C)C(=O)OC)C2=O)c1C (stereo not drawn)	5	14
Cn1c(-c2ccccc2)nc2cnccc21	7	-27
O=C(Cn1cc[n+](CC(=O)c2ccc(Cl)cc2Cl)c1)c1ccc(Cl)cc1Cl	7	-7
COC(=O)CCSC(=S)N1CCOCC1	9	9
COc1ccc(CN(C(=O)COc2ccccc2)c2ccccc2C(=O)O)cc1	4	28
O=C(N/N=C/c1ccco1)C1(O)c2ccccc2-c2ccccc21	8	18
Cn1c(=O)[nH]c(=O)c2c1nc(N1CCCCC1)n2C/C=N/Nc1ccc(C(=O)O)cc1	8	13
CC(C)(C)c1ccc(N2C(=N)SCC2=O)cc1	8	4
NNc1ccc(Cl)c(C(=O)O)c1	6	-3
COC(=O)CCCC1=CC2=C(c3ccccc3)C(=O)C(C)(OC(=O)C3CCCC3)C(=O)C2=CN1CC(C)C (stereo not drawn)	6	27
Cc1nc2c(ncn2-c2ccccc2)c(=O)n1NC(=O)CN1CCCCC1	7	-42
S=c1[nH]nc(Nc2ccc(Cl)cc2)s1	3	-10
O=C(CN1C(=O)C2CC=CCC2C1=O)N1CCN(c2ccc([N+](=O)[O-])cc2)CC1 (stereo not drawn)	6	-5
C/C(=N\O)c1ccc2c(c1)CC(C)O2 (stereo not drawn)	6	-6
CN(C)CCNc1nc2sc3c(c2c(=O)n1-c1ccc(F)cc1)CCCCC3	7	-13
CC(=O)c1ccc(NC(=O)COC(=O)CCc2ccc(S(=O)(=O)N3CCOCC3)cc2)cc1	2	8
Cc1cc(C(=O)NNS(=O)(=O)c2cccc(Cl)c2)nn1C(C)(C)C	6	1
CCOc1cc(/C=N/NC(=O)CSc2nncn2C)ccc1OCC(N)=O	8	-11
COc1cc(C(=O)NNC(=S)NC(=O)c2ccc3c(c2)OCO3)cc(OC)c1OC	6	11
Cc1nn(Cc2ccccc2)c(C)c1/C=N/NC(=O)c1ccncc1	7	13
CN(C)S(=O)(=O)c1cccc(NC(=O)CSc2nncn2C)c1	4	3
CC(C)c1nn2c(N)c(/C=C3\C=Nc4ccccc43)c(=O)nc2s1	9	-10
O=C(NCCc1nc2ccccc2[nH]1)c1ccc([N+](=O)[O-])cc1	7	5
CCc1cc(C(=O)c2ccc(OC)cc2)c(NC(=O)CN2CCCCC2)s1	6	-19
CN(C)CCC(=O)c1ccc(F)cc1	16	-12
O=C1CS/C(=N/N=C/c2ccccc2)N1Cc1ccco1	6	-3
O=C(NNC1=NCCN1Cc1ccccc1)c1cccc(C(F)(F)F)c1	31	-7
CC(C)NC(=O)COc1ccc(S(=O)(=O)N(C)Cc2ccccc2)cc1	6	11
Cc1noc(C)c1S(=O)(=O)Nc1ccccc1OC(F)(F)F	2	-9
CC(C)Cc1nnc(NC(=O)CCC(=O)Nc2ccccc2F)s1	7	-26
O=C(/C=C/c1ccc2ccccc2n1)c1cc(Br)ccc1O	7	-6
CC(=O)Nc1ccc(NC(=O)CSc2ncnc3c2cnn3Cc2ccccc2)cc1	8	11
O=C(CCC1CCCN(C(=O)c2ccsc2)C1)N1CCN(c2ccccn2)CC1 (stereo not drawn)	5	-14
C=C(C)CCC1(C)NC(=O)N(c2ccccc2)N1 (stereo not drawn)	1	-1
S=C1NCN(Cc2ccco2)CN1	6	-16
Nc1ccc(Oc2ccc3c(c2)C(=O)N(CC2CCCO2)C3=O)cc1 (stereo not drawn)	7	13
COC(=O)c1cccc(NC(=O)c2ccccc2)c1	6	22
CCc1c(C)nc(N)nc1Cl	10	-18
Cc1ccc(S(=O)(=O)N(CC(=O)O)Cc2ccco2)cc1	9	0
COc1ccc2nc(Cl)cc(Cl)c2c1	5	16
CNC(=O)CC1C(=O)N(C)C(=S)N1NC(=O)c1ccccc1 (stereo not drawn)	10	-6

(listing goes on)
Compound	Avidin fluor	Pf gametocyte
COc1ccc(C(F)(F)F)cc1N/C=C/c1nnnn1-c1ccc(C)cc1	6	7
Cc1cccc(N(CC(=O)Nc2cccnc2)S(C)(=O)=O)c1	8	-10
CCOC(=O)C(=CNc1ccccc1N1CCOCC1)C(=O)OCC	3	3
CSc1ccc(CNC(=O)c2c(C)noc2C)s1	6	4
O=C(N/N=C/c1c(O)n(Cc2ccco2)c(=O)[nH]c1=O)c1ccccc1	7	-28
CC1=NNC(=O)C1Cc1ccc(F)cc1 (stereo not drawn)	8	3
CCOC(=O)CN(C)S(=O)(=O)c1ccc(-c2cc(C(=O)OC)sc2C(F)(F)F)cc1	5	-4
CS(=O)(=O)c1sc(C(=O)NC(=O)Nc2cccc(C(F)(F)F)c2)c2c1C=CCC2	6	-2
COc1ccc2nc(NC(=O)NC3CCCCC3)sc2c1	6	7
COC(=O)/C(=C\Nc1ccc(Oc2ccc(F)cc2F)nc1)NC(=O)c1ccccc1	7	-7

A stretch from the list above:
Compound	Avidin fluor	Pf gametocyte
Cc1csc2c(N3CCN(C(=O)Nc4ccc(Cl)c(Cl)c4)CC3)ncnc12	7	-6
CN(C)C(CNC(=O)c1cc(S(=O)(=O)N(C)c2ccccc2)ccc1Cl)c1ccccc1 (stereo not drawn)	5	-5
C/C(=N\Nc1cc(C)nc(NCc2ccccc2)n1)c1cccc([N+](=O)[O-])c1	4	4
Fc1ccc(-n2c(-c3cc(C4CC4)[nH]n3)n[nH]c2=S)cc1Cl	7	5
CN(C)S(=O)(=O)c1ccc(-c2csc(N/N=C/c3ccco3)n2)cc1	7	-3
CCOC(=O)C1CCCCN1Cc1cn(C)nc1-c1ccccc1F (stereo not drawn)	11	11
CC1(C)C2CCC(C2)C1(C)NC(=O)C[N+](C)(C)C (stereo not drawn)	5	-11
CC(C)(C)S(=O)(=O)c1cnc(-c2cnccn2)nc1N	9	-28
CCOc1ccc(Nc2nc3ccccc3c(=O)s2)cc1	8	-6
CCn1c(C)cc(/C=C2/SC(=O)N(C(C)C(=O)OC)C2=O)c1C (stereo not drawn)	5	14
Cn1c(-c2ccccc2)nc2cnccc21	7	-27
O=C(Cn1cc[n+](CC(=O)c2ccc(Cl)cc2Cl)c1)c1ccc(Cl)cc1Cl	7	-7
COC(=O)CCSC(=S)N1CCOCC1	9	9
COc1ccc(CN(C(=O)COc2ccccc2)c2ccccc2C(=O)O)cc1	4	28
O=C(N/N=C/c1ccco1)C1(O)c2ccccc2-c2ccccc21	8	18
Cn1c(=O)[nH]c(=O)c2c1nc(N1CCCCC1)n2C/C=N/Nc1ccc(C(=O)O)cc1	8	13
CC(C)(C)c1ccc(N2C(=N)SCC2=O)cc1	8	4

(continued)
Compound	Avidin fluor	Pf gametocyte
CN(C)c1ncc([N+](=O)[O-])cc1C(F)(F)F	4	12
CCCCNC(=O)c1c(CSc2ccccc2)noc1C(=O)NCc1ccccc1	12	17
COc1ccccc1CNC(=O)C1CC(c2ccccc2F)=NO1 (stereo not drawn)	9	-18
Cc1c(/C=C(\CC(=O)O)c2nc3ccccc3s2)cc(C#N)n1C	7	-28
N#C/C(=C\c1ccc(Cl)cc1)C(=O)Nc1cccnc1	12	9
Cc1ccc(COc2ccc(/C=N/NC(=O)c3nnn(-c4nonc4N)c3COc3ccc(F)cc3)cc2)cc1	7	1
COc1cc(/C=C/c2noc(-c3ccccc3O)n2)ccc1OC(C)=O	8	14
Cc1onc(-c2ccccc2)c1C(=O)O/N=C(\N)c1ccc([N+](=O)[O-])o1	6	0
COc1ccc(CC(=O)Nc2ccc(N3CCOCC3)cc2)cc1S(=O)(=O)N1CCOCC1	18	7
CC1CCC2(CC1)NC(=O)N(CC(=O)c1cn(CCC#N)c3ccccc13)C2=O (stereo not drawn)	7	-25
CC(C)c1nc2oc3c(NCCO)ncnc3c2c2c1COC(C)(C)C2	9	-30
CCc1nnc(NC(=O)c2ccc3ncsc3c2)s1	3	-4
Cc1cc(C)cc(NC(=O)c2cc(C)n(Cc3cccs3)c2C)c1	6	0
CCc1nc2sc(C(C)=O)c(N)c2c2c1CCCC2	7	13
Oc1[nH]c2ccccc2c1N=Nc1ncnc2c1oc1ccccc12	11	-25
Cc1cccc(C(=O)Oc2ccccc2C(=O)N2CCOCC2)c1	5	21
Clc1c(Cl)c(Cl)c2n[nH]nc2c1Cl	6	-29
O=C(NCc1csc(-c2cccs2)n1)c1cccc(Cl)c1	3	10
COC(=O)C1=C(C)NC2=C(C(=O)CCC2)C1c1ccc(-c2ccsc2C(=O)OC)o1 (stereo not drawn)	3	12
O=C(CCN1C(=O)c2ccccc2C1=O)C1=NN[C@@H]2C(=O)N(c3ccc4c(c3)OCCO4)C(=O)[C@H]12	5	-4
Cc1cc(C)n(C2CC(=O)N(c3cc(Cl)cc(Cl)c3)C2=O)n1 (stereo not drawn)	6	-4
C=CCNC(=S)NNC(=O)c1cc(Cl)ccc1OC	6	-14
COCCCn1c(=NC(C)=O)c(C#N)cc2c(=O)n3cccc(C)c3nc21	8	-15
CCOC(=O)CNC(=O)Cc1ccc(Cl)cc1	7	-31
CC1CN=C(N(C(=S)Nc2ccccc2)c2cccc(C(F)(F)F)c2)S1 (stereo not drawn)	4	16
O=C(COc1ccc(Cl)cc1Cl)c1ccc[nH]1	7	15
CCCCNc1ccc2c3c(cccc13)C(=O)N(CCCC)C2=O	8	6
CCN(C(=O)CSc1cc(C)c2ccc(OC)cc2n1)C1CCS(=O)(=O)C1 (stereo not drawn)	7	8
COC(C[C@@H](O)[C@H](C)[C@@H](O)COCc1ccccc1)OC	11	3
CC(=O)N1c2ccccc2C(CBr)=CC1(C)C	6	6
CC(=O)NS(=O)(=O)c1ccc(NS(=O)(=O)c2ccccc2[N+](=O)[O-])cc1	25	20
Cc1cc(NC(=O)CSc2nnc(-c3ccncc3)n2C)n(-c2ccccc2)n1	6	-7
O=S(=O)(c1ccc(-c2ccccn2)s1)N1CCC2(CC1)OCCO2	3	7
COc1ccccc1Nc1nc(NCCCN(C)C)nc(N)c1[N+](=O)[O-]	7	-11
O=C(NCc1ccccc1)c1ccc(CNc2c(N3CCCC3)c(=O)c2=O)cc1	8	-12
COC(=O)c1[nH]c2cccc(OC)c2c1NC(=O)CCN1CCSCC1	5	8
COc1ccc(C(C)=O)cc1CSc1nnnn1-c1ccc(O)cc1	5	-39
Cc1ccc(S(=O)(=O)N(C)C)cc1NC(=O)c1cc(C(C)(C)C)nn1Cc1ccccc1	6	6
Cc1ccc(S(=O)(=O)/C(C#N)=C/c2c(N3CCOCC3)nc3c(C)cccn3c2=O)cc1	5	-8
COc1cc(NC(=S)N(C)C)c(OC)cc1Cl	7	-4
COc1ccccc1/C=C/C=N/n1c(-c2ccc(F)cc2)n[nH]c1=S	9	23
COCCCNc1nc2nonc2nc1N1CCN2CCCC2C1 (stereo not drawn)	3	-7
Cc1nc(SCc2ccccc2F)c2oc3ccccc3c2n1	4	-42
CCC1(CC)Nc2ccccc2C(=O)N1c1ccc(OC)cc1	9	10
CCOC(=O)c1c(NC(=S)N2CCOCC2)sc(C)c1C	7	7
COc1ccc(Br)cc1[C@H]1[C@H]2C=CC[C@@H](C)[C@@H]2C(=O)N1Cc1ccccc1	13	3
COc1ccc(-c2coc3cc(O)cc(O)c3c2=O)cc1OC	8	3
Cc1nn(C)cc1/C=N/NC(=O)c1ccco1	3	-20
Nc1ccccc1S(=O)(=O)C(F)F	9	1
C/C(=N/NC(=O)CNC(=O)Cc1ccccc1)c1ccc(Cl)cc1	8	-3
O=C(N/N=C/c1ccc(F)cc1)c1cc(-c2ccc3c(c2)OCO3)n[nH]1	9	11
O=C(Nc1ccc(O)c2c(=O)cc(-c3cccc(Cl)c3)oc12)c1ccccc1Cl	7	2
O=C(O)c1ccc(/C=N/Nc2ncc(C(F)(F)F)cc2Cl)cc1	6	18

Assay outcomes from PubChem.
